# Screening data from PubChem BioAssay.
# DRD3 agonist = qHTS of D3 Dopamine Receptor Agonist: qHTS; D3R DiscoveRx beta-arrestin cells, luminescence, 90 min; max activation, %; actives 0.58% (n = 410,000); AID 652048, 2013; in the data active means max activation above about 30%; further: 0% is about no effect; mostly tested at two doses, the higher about 12 µM
# Target sequence (P35462 whole entry, looked up): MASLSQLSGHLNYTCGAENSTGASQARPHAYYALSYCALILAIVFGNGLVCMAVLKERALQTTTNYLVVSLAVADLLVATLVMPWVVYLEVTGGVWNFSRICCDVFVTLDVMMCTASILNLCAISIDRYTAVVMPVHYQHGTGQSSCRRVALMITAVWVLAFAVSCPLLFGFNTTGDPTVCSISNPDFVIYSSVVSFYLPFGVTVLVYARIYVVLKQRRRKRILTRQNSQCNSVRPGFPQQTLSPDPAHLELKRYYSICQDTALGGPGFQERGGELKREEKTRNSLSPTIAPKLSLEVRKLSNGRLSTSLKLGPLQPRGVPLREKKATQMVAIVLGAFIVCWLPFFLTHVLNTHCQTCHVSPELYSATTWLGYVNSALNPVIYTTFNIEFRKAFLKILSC
#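 Cells at 1500/well, incubated overnight, then treated with pinned compounds (dopamine as control) for 90 min at 37 degrees C. DiscoveRx reagent added for 30 - 60 minutes at room temperature; luminescence read.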
# SW480 rereplic = A quantitative high throughput screen for small molecules that induce DNA re-replication in SW480 colon adenocarcinoma cells; actives 1.8% (n = 340,000); Potency, µM (highest dose often 46.1 µM), without a hit: top-dose re-replication activation, most hits filed as activators; AID 624297, 2012; SW480 DNA re-replication, Hoechst DNA content imaging, 48 h; further: potency means the concentration at half of the fitted maximal effect; % of control where 0% means no effect; nearly all actives have a fitted effect of over 55% in size
#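 First, 250 cells per well were seeded. Next, compound or vehicle (23 nL) was pinned in, plates sat 48 hr at 37 C. Finally Hoechst was added for 40 min before fluorescence scanning.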
# HT1080-NT tox = qHTS for induction of synthetic lethality in tumor cells producing 2HG: qHTS for the HT-1080-NT fibrosarcoma cell line | HT-1080-NT fibrosarcoma viability, CellTiter-Glo ATP luminescence, 48 h | Potency, µM (titrated, usually from 46.1 µM), inactives show top-dose activity, negative = less viability, actives largely listed as cytotoxic | actives 1.6% (n = 360,000) | AID 686970, 2013;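 further: NT is the 2HG producing partner of a matched IDH1 knockdown line; potency means the concentration at half of the fitted maximal effect; 0% = DMSO-treated cells and -100% = media-only wells without cells; nearly all actives have a fitted effect of over 55% in size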
#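 HT-1080-NT fibrosarcoma cells (2HG-overproducing), 750 cells/well in RPMI with 5% FBS, dosed after 2 h and incubated 48 h at 37C. CellTiter-Glo luminescence normalized to DMSO and no-cell wells; concentration-response curves fitted and classed.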
# HT1080 IDH1KD tx = qHTS for induction of synthetic lethality in tumor cells producing 2HG: qHTS for the HT-1080-IDH1KD cell line | HT-1080 IDH1 knockdown viability, ATP luminescence, 48 h | Potency, µM (titrated, usually from 46.1 µM), without a hit: at the highest dose activity, negative = toxicity, usual class: cytotoxic | actives 2% (n = 360,000) | AID 686971, 2013;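 further: potency means the concentration at half of the fitted maximal effect; 0% = DMSO wells and -100% = cell-free medium wells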
#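 Using the IDH1-knockdown HT-1080 line run in the same batch and compound series as the NT line, viability after 48 h at 37 °C was determined by CellTiter-Glo luminescence and expressed as % activity.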
# DRD3 antagonist = qHTS of D3 Dopamine Receptor Antagonist: qHTS; D(3) dopamine receptor (Homo sapiens), P35462; D3R cells, DiscoveRx beta-arrestin luminescence, antagonist mode; active compounds read low; max response, negative = inhibition, %; actives 2.5% (n = 360,000); AID 652054, 2013; in the data active means max response below about -50%; inconclusive means no clear call, values can overlap the other calls; further: on the % scale 0 is the no-effect control and ±100 the full control effect; mostly tested at two doses, the higher about 12 µM
#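 Cells plated overnight at 1500 cells/well, then exposed to library compounds with dopamine controls for 90 minutes at 37 degrees C. DiscoveRx reagent added for 30–60 minutes at room temperature; luminescence read, quantitative HTS format.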
# KB-V1 cytotox = qHTS assay for MDR1-selective chemotherapeutics: Primary screen using the drug-selected MDR subline cells KB-V1; AID 1347076, 2019; Potency, µM (doses to about 46.1 µM), without a hit: at the highest dose activity change, negative = cytotoxicity, actives largely listed as cytotoxic; KB-V1 MDR cells viability, CellTiter-Glo, 72 h; actives 3.4% (n = 400,000); further: potency means the concentration at half of the fitted maximal effect; on the % scale 0 is the no-effect control and ±100 the full control effect; nearly all actives have a fitted effect of over 60% in size
#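 Cells of the MDR subline KB-V1 are plated, dosed with compound at multiple concentrations, and incubated 72 h at 37 degrees C; CellTiter-Glo is then added and luminescence read after 10 min.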
# IL1B secr inh = qHTS for Inhibitors of Inflammasome Signaling: IL-1-beta AlphaLISA Primary Screen; activity change, % at 57.5 µM; actives 4.7% (n = 360,000); THP-1 LPS/ATP IL-1B secretion, AlphaLISA, 16 h; active compounds read low; in the data active means activity change below about -50%; inconclusive means mostly about -30% to -49%; further: on the % scale 0 is the no-effect control and ±100 the full control effect
#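 Secreted IL-1B measured by AlphaLISA bead assay after 16 h compound exposure of THP-1 cells; compounds (final up to 57.5 uM) added 1 h before LPS (250 ng/mL) and ATP (1.25 mM) stimulation; lower signal means less secretion.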
# KB-3-1 tox = qHTS assay for MDR1-selective chemotherapeutics: Primary screen using the parental adenocarcinoma cell KB-3-1; KB-3-1 viability, CellTiter-Glo ATP luminescence, 72 h; Potency, µM (series often up to 46.1 µM), for inactives: at the highest dose activity change, negative = cytotoxic, most hits filed as cytotoxic; actives 1.4% (n = 400,000); AID 1347075, 2019; further: potency means the concentration at half of the fitted maximal effect; on the % scale 0 is the no-effect control and ±100 the full control effect; nearly all actives have a fitted effect of over 60% in size
#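 72 h, 37 °C compound treatment of KB-3-1 parental cells; CellTiter-Glo added, 10 min, luminescence read. Data corrected against DMSO-only plates and normalized before curve fitting.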
# GLP-1R agonist = qHTS of GLP-1 Receptor Agonists; actives 0.007% (n = 380,000); Potency, µM (top dose mostly 45.6 µM), inactives show top-dose activation, actives largely listed as activators; HEK293 GLP-1R CRE-luciferase, luminescence, 4-6 h; cells express a hypersensitive GLP-1R form; further: potency means the concentration at half of the fitted maximal effect; % of control where 0% means no effect
# Target sequence (P43220 whole entry, looked up): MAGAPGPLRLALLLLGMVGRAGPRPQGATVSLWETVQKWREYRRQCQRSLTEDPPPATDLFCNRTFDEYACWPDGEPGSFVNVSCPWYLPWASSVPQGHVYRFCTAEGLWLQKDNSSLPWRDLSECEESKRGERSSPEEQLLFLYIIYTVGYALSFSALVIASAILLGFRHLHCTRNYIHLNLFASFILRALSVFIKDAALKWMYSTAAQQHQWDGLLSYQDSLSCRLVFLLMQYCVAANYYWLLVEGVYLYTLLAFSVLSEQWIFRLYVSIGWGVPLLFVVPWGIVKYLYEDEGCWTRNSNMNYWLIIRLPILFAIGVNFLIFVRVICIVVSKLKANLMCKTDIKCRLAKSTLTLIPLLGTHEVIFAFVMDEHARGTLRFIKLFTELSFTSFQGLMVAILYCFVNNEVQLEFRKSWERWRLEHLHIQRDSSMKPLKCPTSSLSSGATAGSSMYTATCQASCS
# * = called active by the depositor; u = inconclusive; x = no result given; & = joins results of further samples; [ ] = another dose, or the depositor's remark. Unless noted, the call rests on the fitted dose curve; in most records, active means well fitted curve in the direction sought with a large enough effect; inconclusive means small, poorly fitted or top-dose-only effect, or another doubt; inactive means no such curve, though single readings can be large; an effect the other way counts as inactive or inconclusive.
SMILES,DRD3 agonist,SW480 rereplic,HT1080-NT tox,HT1080 IDH1KD tx,DRD3 antagonist,KB-V1 cytotox,IL1B secr inh,KB-3-1 tox,GLP-1R agonist
CCC(=O)NC(c1ccc(OC)cc1)c1cc(Cl)c2cccnc2c1O (stereo not given),5,0.52µM*,-26%,u,-17,-28%&0%,40,u,2%
Nc1c(C(=O)Nc2ccc3c(c2)OCCO3)nnn1Cc1cccc(Cl)c1,1,-91%,u,u,-15,-3%,-21,16µM*,13%
COc1cc(CNCC(C)C)c(Br)cc1OCC(=O)NCc1ccccc1,-2,5%,-10%,1%,-7,u,-2,-2%,3%
O=C(CCn1c(=O)c2sccc2n(Cc2cc(=O)n3ccccc3n2)c1=O)NCc1ccco1,7,-11%,-2%,0%,4,-7%,-8,0%,4%
COc1ccc(Nc2nc(NC(C)(C)C)nc(N3CCCC3)n2)c(OC)c1,-6,u,u,u,-21,18µM*,-24,-1%,8%
N#Cc1c(N)n(-c2cccc(O)c2)c2nc3ccccc3nc12,-8,25%,12%,0%,6,-9%,14,3%,2%
Clc1cccc(/C=N/Nc2ncnc3ccccc23)c1,-5,u,-4%,-12%,41,-11%,14,0%,1%
O=C1C(=O)N(CCCN2CCOCC2)C(c2ccc(Cl)cc2)/C1=C(/O)c1ccc(F)cc1 (stereo not given),3,-2%,20%,10%,-5,u,-4,17%,-1%
COC(=O)c1ccc2c(c1)c(-c1ccccc1)c(-c1ccccc1)n2C,9,-53%[inhibitor],3%,5%,40,-14%,-6,-17%,7%
O=C(Nc1ccncc1)C1CCC(CNS(=O)(=O)c2cccc3nsnc23)CC1 (stereo not given),-3,-1%,-6%,-3%,-15,-7%,53,-16%,-2%
CCOC(=O)c1cccnc1SCC(=O)N(CC)c1cccc(C)c1,1&6,2%,-5%,0%,15,-1%,1,-9%,22%
Cc1cccc(OCCNC(=O)c2ccc(Oc3ccc(C(F)(F)F)cc3[N+](=O)[O-])cc2)c1,-2,1%,-4%,-1%,-23,-10%,-5,0%,0%
O=C(NN=Cc1ccc(O)c(O)c1)c1ccccc1,0,x,11%,-3%,5,-1%,0,-3%,0%
CCOC(=O)c1[nH]c(C)c(CC(C)C)c1C,-12,-11%,-2%,-8%,0,-12%,-17,-3%,30%
O=C(CCC(=O)N1CCCC1)Nc1nnc(C2CCCCC2)s1,-7,-16%[9.22 µM],1%,2%,0,0%,-11,15%,5%
CON(C)c1nc(NCC(C)C)nc(OCC#N)n1,-4,-1%,24%,12%,-12,-4%,-14,10%,25%
Cn1c(=O)[nH]c(=O)c2c1nc(CN1CCN(c3cccc(Cl)c3)CC1)n2CCCc1ccccc1,-5,-2%,-1%,-2%,0,-18%,-13,-22%,0%
Cc1nc(N(CCO)C2CCCCC2)c2nnn(Cc3ccccc3)c2n1,-9,-5%,-17%,u,0,-18%,u,-1%,-4%
O=C(Nc1ccccc1C(=O)O)c1cccc(C(=O)Nc2ccccc2C(=O)O)c1,30*,-4%,3%,3%,102,u,32,0%,-4%
COc1cc(F)c(C2=CC(=O)C[C@H](c3ccc(F)cc3)C2)cc1F,-12,0%,-13%,-7%,u,8%,0,-3%,-7%
COc1cc(/C=N/NC(=O)CCC(=O)Nc2ccc(F)cc2)ccc1O,-4,-2%,7%,9%,u,20%,-2,18%,3%
CCCCCCn1c(CN2CCN(C(=O)OCC)CC2)nc2c1c(=O)n(C)c(=O)n2C,-12,4%,3%,6%,-14,u,16,-15%,-4%
Cc1c(C)c2c(c(C)c1O)CC[C@@](C)(CCC[C@H](C)CCC[C@H](C)CCCC(C)C)O2,7&-3,0%&-4%,-21%,-1%,15,13%,29,0%,16%&-1%
Nc1nc(COC(=O)C2CC(=O)N(Cc3ccccc3)C2)nc(Nc2ccccc2)n1 (stereo not given),1,u,-1%[9.24 µM],3%,-13,12%,-5,-19%,7%
CC(C)C[C@@H](CNCC(=O)[C@H](CC(C)C)NC(=O)c1[nH]cnc1C(=O)N[C@H](CN)CC(C)C)NC(=O)c1nc[nH]c1C(=O)N[C@@H](CC(=O)O)C(=O)O,-23,27%,-6%,-3%,0,-7%,-10,-4%,16%
COC(=O)[C@H](CC(C)C)NCc1cccc(CN[C@@H](CC(C)C)C(=O)OC)c1,22,-6%,1%,3%,21,8%,23,12%,8%
O=C(NCc1ccccc1F)C1CCCN(C(=O)NC2CCCCC2)C1 (stereo not given),4,-2%,-11%,3%,2,21µM*,1,4%,-2%
COc1ccc(S(=O)(=O)NC2CCCCC2)c(C)c1C,-3,-1%,-4%,-1%,u,-1%,-4,-15%,18%
CC1CCC(C(=O)NC(C(=O)Nc2ccccn2)C(C)C)CC1 (stereo not given),4,-4%,9%,3%,3,u,20,4%,8%
COCCCn1cc(CN2CC(N3CCN(CCO)CC3)CS2(=O)=O)nn1 (stereo not given),-4,x,7%,3%,u,-3%,36,16%,3%
Cc1cccc(OCC(=O)Nc2cc(NC(=O)COc3cccc(C)c3C)cc(C(=O)O)c2)c1C,-1,-12%,-3%,0%,-3,3%,4,9%,-2%
NS(=O)(=O)c1ccc(-c2ccc(/C=C3\NC(=S)NC3=O)o2)cc1,43*,3%,19%,5%,2,25%,24,14%,2%
COc1cc(OC)cc(C(=O)NCC(=O)OCC(=O)c2cc(OC)ccc2OC)c1,4,-5%,8%,9%,-11,-4%,-13,-1%,1%
Cc1ccc2cc(CN(c3ccc(C)c(C)c3)S(C)(=O)=O)c(=O)[nH]c2c1,-31,19%,3%,-18%,-15,-20%,-26,u,14%
CSc1nnc(SCC(=O)N(C)c2c(N)n(Cc3ccccc3)c(=O)[nH]c2=O)s1,3,-3%,9%,-3%,1,25%,-4,0%,-18%
Cc1ccc(S(=O)(=O)N2CCN(C(=O)c3ccc(Br)o3)CC2)c(C)c1,-10,-12%,-20%,0%,-5,u,-3,u,18%
Oc1ccc(Cl)cc1C=NN1CCCCCC1,-3,-2%,-4%,u,-24,-6%,-28,-10%,-6%
CCOc1ccc(-c2c(C(=O)N/N=C/c3sccc3C)nnn2-c2nonc2N)cc1,-1,-10%,18%,0%,-23,1%,-12,-4%,-2%
CS(=O)(=O)Nc1ccc2[nH]c(=O)[nH]c2c1,5,1%,17%,14%,6,4%,23,-1%,1%
COc1cc(C2C(C#N)=C(N)Oc3c2ccc2ccccc32)ccc1OCC(=O)Nc1ccccc1C (stereo not given),2,15%,-11%,-8%,17,u,-2,u,1%

# Laid out differently: results already given
canonical_smiles	DRD3 agonist	SW480 rereplic	HT1080-NT tox	HT1080 IDH1KD tx	DRD3 antagonist	KB-V1 cytotox	IL1B secr inh	KB-3-1 tox	GLP-1R agonist
CS(=O)(=O)Nc1ccc2[nH]c(=O)[nH]c2c1	5	1%	17%	14%	6	4%	23	-1%	1%
Oc1ccc(Cl)cc1C=NN1CCCCCC1	-3	-2%	-4%	u	-24	-6%	-28	-10%	-6%
CCOc1ccc(-c2c(C(=O)N/N=C/c3sccc3C)nnn2-c2nonc2N)cc1	-1	-10%	18%	0%	-23	1%	-12	-4%	-2%
Cc1cccc(OCC(=O)Nc2cc(NC(=O)COc3cccc(C)c3C)cc(C(=O)O)c2)c1C	-1	-12%	-3%	0%	-3	3%	4	9%	-2%

# (list continues)
SMILES,DRD3 agonist,SW480 rereplic,HT1080-NT tox,HT1080 IDH1KD tx,DRD3 antagonist,KB-V1 cytotox,IL1B secr inh,KB-3-1 tox,GLP-1R agonist
Cc1cc2[nH]c3ccccc3c2c(C)n1,1,9%,-30%,u,14,16µM*,-94*,u,-9%
O=c1cc(N=Nc2ccc(Cl)cc2)[nH]c(=O)[nH]1,1,5.2µM*,1%,14%,u,-22%,-99*,u,4%
CCc1ccc(NC(=O)CSc2nc3c(sc4ccccc43)c(=O)n2CCCOC)cc1,-8,x,x,x,x,0%,x,3%,0%
CC(=O)Nc1ccc(S(=O)(=O)N2c3ccccc3C(C)=CC2(C)C)cc1,-6,u,1.3µM*,0.92µM*,-9,u,102,3.3µM*,8%
Cn1nc(C(F)(F)F)c(C#N)c1N1CCN(c2cccc(C(F)(F)F)c2)CC1,-3,-8%[9.22 µM],18%,6%,-16,20%,-6,-6%,-14%
COc1cccc(CN2CCN(C(=O)c3cc(-c4cccnc4)nc4ccc(C)cc34)CC2)c1,20,0%,-18%,-12%,36,23µM*,6,-11%,11%
O=C(Nc1ccc(CN2CCOCC2)cc1)c1ccc(Cl)cc1Cl,-6,u,u,-8%,-8,1%,0,-19%,0%
COc1ccc(CNS(=O)(=O)NCc2ccc(C)cc2)cc1OC,15,4%,1%,-14%,19,-3%,22,5%,17%
CN(C)S(=O)(=O)n1cc(/C=C(\NC(=O)c2ccccc2F)C(=O)N2CCCCC2)c2ccccc21,3,x,8%,6%,3,-2%,-18,8%,9%
Cn1c(=O)[nH]c(=O)c2c1nc(CN1CCOCC1)n2CCCO,15,1%,7%,-3%,10,10%,17,-10%,1%
O=C(/C=C/c1cn(-c2ccccc2)nc1-c1ccccc1)Nc1ccc(C(=O)O)cc1,-15,u,u,23µM*,-15,-21%,-2,5%,10%
CC(=O)Nc1c(C)nn(C(C)=O)c1C,3,u,19%,17%,28,u,13,7%,0%
CC1Cc2[nH]c(=S)[nH]c(=O)c2C(C(C)C)O1 (stereo not given),6,x,24%,0%,-12,5%,16,-5%,0%
CCN(CC)S(=O)(=O)c1ccc(OC)c(NC(=O)CSc2cc(Cl)ccc2Cl)c1,4,1%,-8%,3%,9,13µM*,-16,-8%,-1%
CCS(=O)(=O)N1CCC(C(=O)NCCc2ccccc2)CC1,11,-1%,-3%,6%,8,-4%,5,9%,-2%
